M4 antag = antagonists of human muscarinic M4 receptor (CHRM4); inhibition, % at 3 µM; 360,000 compounds, 0.73% hits; P08173; CHO-hM4 cells, ACh EC80, Fluo-8 calcium fluorescence;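 active = inhibition above its plate's cutoff, the mean inhibition of sample wells plus 3 SD, cut at about 27% in these data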;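 also: 0% = acetylcholine EC80 with DMSO and 100% = DMSO without agonist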
Target sequence (P08173 whole entry, looked up): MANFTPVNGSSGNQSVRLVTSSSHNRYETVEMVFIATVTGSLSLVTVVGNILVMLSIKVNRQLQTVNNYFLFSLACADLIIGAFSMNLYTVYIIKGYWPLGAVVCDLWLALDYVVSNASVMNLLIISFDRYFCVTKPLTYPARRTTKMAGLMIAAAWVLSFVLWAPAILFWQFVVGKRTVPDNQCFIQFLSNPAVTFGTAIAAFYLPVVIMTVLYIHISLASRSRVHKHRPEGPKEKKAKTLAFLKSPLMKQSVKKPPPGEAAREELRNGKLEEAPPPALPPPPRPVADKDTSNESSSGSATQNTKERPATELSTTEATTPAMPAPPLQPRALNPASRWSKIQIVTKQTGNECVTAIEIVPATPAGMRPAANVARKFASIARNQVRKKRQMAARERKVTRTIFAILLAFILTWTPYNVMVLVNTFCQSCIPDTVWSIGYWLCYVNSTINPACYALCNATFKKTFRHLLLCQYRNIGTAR
CHRM1 PAM = potentiates human M1 receptor response to acetylcholine. P11229. CHO-K1 hM1, Fluo-8 calcium fluorescence, ACh EC20; 0% = ACh EC20, 100% = maximal ACh. activation, % at 3 µM. 360,000 compounds, 0.088% hits; in the data active = activation above about 19%, passing the limit was not always enough
CHRM5 PAM = CHRM5 positive allosteric modulation | P08912 | 360,000 compounds, 0.3% hits | CHO-K1 hM5, Fluo-8 calcium, ACh EC20 PAM; 0% = ACh EC20, 100% = ACh EC100 | activation, % at 3 µM;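 active = activation above the run cutoff, the mean activation of all test compounds plus 3 SD, cut at about 18% in these data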
Target sequence (P08912 whole entry, looked up): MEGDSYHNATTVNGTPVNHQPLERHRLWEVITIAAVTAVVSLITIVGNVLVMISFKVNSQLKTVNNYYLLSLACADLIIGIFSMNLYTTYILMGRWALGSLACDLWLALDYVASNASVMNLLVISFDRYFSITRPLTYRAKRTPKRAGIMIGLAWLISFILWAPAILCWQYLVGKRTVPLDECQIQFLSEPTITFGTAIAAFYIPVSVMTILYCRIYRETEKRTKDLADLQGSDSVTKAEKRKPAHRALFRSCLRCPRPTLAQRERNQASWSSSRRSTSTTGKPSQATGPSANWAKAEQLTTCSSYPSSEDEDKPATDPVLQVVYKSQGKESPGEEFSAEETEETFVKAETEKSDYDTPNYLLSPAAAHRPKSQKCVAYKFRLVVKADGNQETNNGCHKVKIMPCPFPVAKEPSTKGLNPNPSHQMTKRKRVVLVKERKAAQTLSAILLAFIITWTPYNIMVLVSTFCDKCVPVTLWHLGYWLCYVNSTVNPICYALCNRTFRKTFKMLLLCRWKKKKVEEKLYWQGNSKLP
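System: CHO-K1 cell line with stable human muscarinic M5 receptor expression | Also added: EC20 acetylcholine as agonist stimulus | Compound: One concentration, 3 µM final (nominal) | Timing: Fluo-8 loading 80 min at 37 °C plus 30 min room temperature | Measured by: Fluo-8 calcium dye fluorescence, kinetic read | Read-out basis: % activation, ACh-normalized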
M5 ag = agonists of human muscarinic M5 receptor (CHRM5); P08912; CHO-K1 hM5 cells, Fluo-8 calcium fluorescence; 0% DMSO wells, 100% maximal acetylcholine response; activation, % at 3 µM; 360,000 compounds, 0.19% hits;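 active = activation above the run's mean over test compounds plus 3 SD, cut at about 23% in these data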;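 also: signal is peak over basal fluorescence ratio across the kinetic read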
M1 ag = agonists of human M1 muscarinic receptor. P11229. CHO-K1 hM1, Fluo-8 calcium fluorescence, agonist mode; 0% DMSO, 100% acetylcholine EC100. activation, % at 3 µM. 360,000 compounds, 0.33% hits. AID 588814;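 active = activation above the run's mean compound activation plus 3 SD, cut at about 16% in these data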;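 also: peak over basal fluorescence ratio within a 140 s kinetic read after compound addition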
M4 ag = CHRM4 agonism in calcium assay. CHO-K1 hM4/Gqi5, Fluo-8 calcium fluorescence; vehicle 0%, full acetylcholine response 100%. activation, % at 3 µM. 360,000 compounds, 0.14% hits. AID 624127;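 active = activation above the run mean over all test wells plus 3 SD, cut at about 32% in these data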;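 also: peak over basal fluorescence ratio per well then scaled between controls; 0% = DMSO wells and 100% = acetylcholine at EC100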
TAAR1 ag = human TAAR1 agonism. Q96RJ0. CHO RD-HGA16 TAAR1, Fluo-8 calcium fluorescence; vehicle wells 0%, saturating PEA agonist 100%. activation, % at 3 µM. 360,000 compounds, 0.99% hits;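 active = activation above the mean activation of all test compounds in the run plus 3 SD, cut at about 38% in these data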
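Benchmarks: low control DMSO, high control PEA (EC100); System: CHO RD-HGA16 cells carrying human TAAR1 plus Gα16; Detection: Fluo-8 fluorescence, 5 s baseline then 140 s kinetic read; Schedule: 17-24 h plating, Fluo-8 75 min 37 °C, 30 min RT; Read-out basis: % activation from peak over basal fluorescence ratio, DMSO-to-PEA scaled.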
M5 antag = CHRM5 antagonism in calcium assay; CHO-hM5 cells, Fluo-8 calcium fluorescence, ACh EC80; inhibition, % at 3 µM; AID 624040; 360,000 compounds, 0.59% hits;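 active = inhibition above a per-plate cutoff, the mean of that plate's test compounds plus 3 SD, cut at about 27% in these data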;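 also: 0% = acetylcholine EC80 with DMSO and 100% = DMSO without agonist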
CHRM1 antagonist = blocks human M1 muscarinic receptor. P11229. CHO-K1 hM1, Fluo-8 calcium fluorescence, ACh EC80 antagonist. inhibition, % at 3 µM. 360,000 compounds, 1.3% hits. AID 588852;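 active = percent inhibition above its own plate's cutoff, namely the mean of that plate's compound wells plus 3 SD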;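 also: peak over basal fluorescence ratio during 140 s after agonist addition; 0% = ACh EC80 plus DMSO and 100% = DMSO alone without agonist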
Starred values were filed as active, the others as inactive. A portion of the library; count on the stated rates, not on these rows.

SMILES	M4 antag	CHRM1 PAM	CHRM5 PAM	M5 ag	M1 ag	M4 ag	TAAR1 ag	M5 antag	CHRM1 antagonist
OC(COc1ccc(OCc2ccccc2)cc1)CN1CCOCC1 (centres undefined)	3	2	-2	-2	-7	4	5	-10	6
COc1ccc(-c2cc(C(=O)Nc3ccc(OC)c(OC)c3)[nH]n2)c(C)c1	1	1	-2	9	11	7	4	6	-11
Cc1cc(NC(=O)CCC(=O)N(c2ccc(F)cc2)C(C(=O)NC2CCCC2)c2cccnc2)no1 (centres undefined)	16	7	-3	-3	-5	1	3	23	-11
O=C(O)c1cccc(CN2C(=O)S/C(=C/c3cccc([N+](=O)[O-])c3)C2=O)c1	-10	22	10	6	2	0	-5	-9	-7
C=C1CCN([C@@H](CC(C)C)C(=O)NN2CCOCC2)S(=O)(=O)c2ccccc21	2	6	-2	0	-3	2	0	12	9
O=C(O)C1C2C=CC3(CN(Cc4ccncc4)C(=O)C13)O2 (centres undefined)	-2	9	4	2	1	1	2	-1	-14
CC(C)c1cccc(OCCCCN(C)C)c1	15	4	-4	-10	-14	1	15	0	-6
CS(=O)(=O)c1ccc(-c2sc3ccccc3c2C#CCCO)cc1	18	-6	-3	-4	-6	14	16	10	12
O=C(Oc1cccnc1)c1cc(S(=O)(=O)N2CCCCC2)ccc1Cl	8	6	-8	-2	-6	1	12	12	-10
Cc1ccc(S(=O)(=O)N2CCOCC2)cc1NC(=O)CN1C(=O)CN(C)C1=O	10	8	1	4	0	2	1	6	2
O=C(C1CCN(S(=O)(=O)c2ccccc2)CC1)N1CCC1	11	9	0	2	-3	0	0	-1	-9
Cc1ccc(S(=O)(=O)NC(=O)C2(C)CCN2C(=O)CC2CCCC2)nc1 (centres undefined)	-16	14	0	1	-3	1	0	-4	-17
CCN(CC)c1ccc2cc(C(=O)NNC(=O)c3ccc(S(=O)(=O)N4CCCCC4)cc3)c(=O)oc2c1	-3	4	3	4	-2	1	4	-2	-7
O=C1Nc2ccccc2Cc2ccccc21	-5	0	0	0	-3	5	2	3	-4
C=C1CCN(C(C)C(=O)O)S(=O)(=O)c2ccccc21 (centres undefined)	9	4	-17	4	-3	0	8	12	7
COc1ccc(-c2nn3c(-c4cccc(C)c4)nnc3s2)cc1OC	6	15	-3	2	5	-1	5	10	-14
O=C(NC1CCCCCC1)c1c(O)c2ccccc2[nH]c1=O	-3	9	1	3	1	1	4	-7	-11
CCn1cc(C(=O)OCC(=O)N(C)C2CCS(=O)(=O)C2)c(=O)c2ccc(C)nc21 (centres undefined)	6	-3	-3	-1	-2	0	0	4	14
COc1ccc(CC(=O)N[C@@H](CCSC)c2nc3ccccc3[nH]2)cc1	1	12	3	-2	-14	3	4	3	-7
CCc1ccc2[nH]c(=O)c(C(c3nnnn3CCOC)N3CCN(c4ccccc4F)CC3)cc2c1 (centres undefined)	0	4	-3	-3	-5	2	12	-6	-9
CCCn1c(SCC(=O)Nc2ccccc2C(=O)OC)nc2c1c(=O)n(C)c(=O)n2C	-3	4	1	0	-5	0	6	0	-8
CCN(C(C)=O)c1ccc(Oc2nc(OC)cc(OC)n2)cc1	-2	9	-3	-1	-3	1	1	8	-8
CC(C)(C)c1ccc(C(=O)Nn2c(CCC(=O)O)ccc2-c2cccs2)cc1	7	-1	0	-2	-3	2	7	0	3
CCC(CO)Oc1cc(NCc2ccc(C(C)(C)C)cc2)c2ncn(C(C)C)c2c1 (centres undefined)	-1	-3	9	13	0	7	17	10	12
O=C1CC(N2CCN(c3ccccc3O)CC2)C(=O)N1Cc1ccccc1 (centres undefined)	-5	9	-4	2	0	5	3	2	-10
CSc1nsc2nc(=O)c(/C=C3\C(C)=Nc4ccccc43)c(N)n12	-15	2	-8	-5	-4	1	-3	14	-6
COc1ccc(NC(=O)c2cc(=O)[nH]c3ccccc23)cc1	-6	5	-2	-3	-3	2	0	-2	-4
CCOc1ccccc1/C=C/c1onc(C)c1S(=O)(=O)N1CCC(C(=O)NC(C)(C)C)CC1	4	12	5	-1	-3	4	2	1	-13
Cc1ccc(C(=O)O)cc1-n1c(=O)n(Cc2ccccc2)c(=O)c2[nH]cnc21	-12	6	3	-1	-4	0	-1	-2	-4
CCCc1ccc(C(O)c2ncc(-c3ccccc3C)[nH]2)cc1 (centres undefined)	4	17	0	0	4	2	1	2	-13
Cc1cccc(OCC(=O)O/N=C(\N)c2ccccn2)c1	6	5	-1	0	-5	3	5	-7	-7
COc1ccc(-n2c(C)cc(C(=O)CSc3nn4c(=O)c(C(C)(C)C)nnc4s3)c2C)cc1	13	-3	-3	-1	-6	0	2	4	-3
Cc1ccc(S(=O)(=O)Nc2cc(=O)[nH]c(SCc3ccc(Cl)cc3)n2)cc1	-3	-15	-8	18	39*	0	14	-2	1
Cc1cccc(C(=O)NCC(=O)N2CCN(c3ccccn3)CC2)c1	0	13	3	2	-3	1	2	-4	-10
Clc1ccccc1OCCCCN1CCNCC1	-1	11	2	-9	-8	1	2	4	-20
Cc1ccc(-c2ccccc2)n1-c1cccc(C(=O)O)c1	4	11	8	-1	-4	1	2	2	-6
CC1CN(CCOc2ccccc2[N+](=O)[O-])CC(C)O1 (centres undefined)	-7	9	9	4	-3	1	1	3	-5
COc1ccc(Nc2ccc(N3C(=O)CC(C)C3=O)cc2[N+](=O)[O-])cc1OC (centres undefined)	15	16	9	1	0	1	3	0	-21
O=C(CC(c1ccccc1)c1ccccc1)NCCO	3	6	-2	2	-2	1	7	-4	-2
O=C1C(C2=NC(C(=O)O)C3C(=O)N(c4ccccc4)C(=O)C23)=C(O)c2ccccc21 (centres undefined)	2	12	3	0	-2	0	4	-5	-18
COc1cccc(COC(=O)CCNC(=O)c2ccc(Br)cc2)c1OC	-15	8	-4	-4	-5	2	-1	3	-5
COc1ccc(NC(=O)c2cc(C)cc(C)c2)cc1S(=O)(=O)N1CCCCC1	-1	-4	-5	-2	-4	-1	1	4	2
CN(Cc1ccccc1)C(=O)CCC1CCN(C(=O)c2ccccc2C(F)(F)F)CC1	-13	7	11	4	-3	5	1	-17	-5
O=C(OCc1nnc(-c2ccccc2)o1)c1ccc(-n2cnnn2)cc1	-15	20	1	-2	1	2	2	-8	-4
O=C(NCCCn1ccnc1)C1CC(c2ccccc2Cl)=NO1 (centres undefined)	4	-1	0	-2	-4	1	1	6	-2
COc1ccc(OCC(=O)Nc2ccc3c(c2)CCC3)cc1	-1	8	-4	-6	-6	0	-2	6	-10
CC1CCCC(C)N1C(=O)C1CC(c2ccc(F)cc2)=NO1 (centres undefined)	9	12	3	2	-3	1	15	-3	-11
O=C(CN1CCCCCC1)NC(c1ccccc1)c1ccccc1	-23	-1	-8	-27	-9	-1	2	-26	12
COc1ccc(-n2c(SCC(=O)O)nc3sc4c(c3c2=O)CCCC4)cc1	-12	11	0	-3	-3	1	3	-9	-14
COc1ccccc1-n1c(SCC(=O)Nc2ccc(Cl)cc2)nc(O)c(Cc2ccccc2)c1=O	-5	16	0	0	-2	0	6	9	-10
Cc1cc(C)n(-c2nc3c(c(=O)[nH]c(=O)n3C)n2Cc2ccccc2)n1	0	1	-9	-2	-3	0	9	0	-3
COc1ccc(C2CC3(CC(C)(C)NC(=S)N3)Oc3cc(O)cc(C)c32)cc1OC (centres undefined)	0	9	7	2	-9	1	8	1	-6
O=C(c1ccc(Cl)s1)N(Cc1nnc(-c2ccccc2Cl)o1)C1CC1	-3	2	-1	-2	-5	4	0	-2	-4
Cc1ccc(C)c(OCCC(=O)NNC(=O)c2ccncc2)c1	-3	-10	-2	2	-2	6	1	4	26
NS(=O)(=O)c1ccc(CCNC(=O)C2COc3ccccc3O2)cc1 (centres undefined)	-8	-2	-4	0	-4	2	3	2	0
Cc1ccccc1C(=O)NNC(=S)NC(=O)COc1ccccc1	7	2	3	1	-5	0	1	1	-5
Cc1cccc(Oc2ccc(NC(=O)c3ccccc3C(=O)O)cc2)c1	-4	-2	2	-1	-4	0	-1	-2	-17
CC(=O)Nc1ccc(S(=O)(=O)NC(CC(=O)O)c2ccc(C)cc2)cc1 (centres undefined)	-8	3	13	-8	-6	0	2	-7	-16
CCOC(=O)C1=C(c2ccccc2)NC(=S)NC1C (centres undefined)	-2	-8	-2	-3	-2	0	10	3	-7
CNC(=O)COC(=O)c1cc(=O)[nH]c2ccccc12	6	-6	-9	-1	-3	0	9	8	13

Another view of 2 compounds above:
CC(=O)Nc1ccc(S(=O)(=O)NC(CC(=O)O)c2ccc(C)cc2)cc1 (centres undefined)
  M4 antag = -8; CHRM1 PAM = 3; CHRM5 PAM = 13; M5 ag = -8; M1 ag = -6; M4 ag = 0; TAAR1 ag = 2; M5 antag = -7; CHRM1 antagonist = -16
Cc1ccccc1C(=O)NNC(=S)NC(=O)COc1ccccc1
  M4 antag = 7; CHRM1 PAM = 2; CHRM5 PAM = 3; M5 ag = 1; M1 ag = -5; M4 ag = 0; TAAR1 ag = 1; M5 antag = 1; CHRM1 antagonist = -5

Complete entries from above:
Record of `COc1ccc(OCC(=O)Nc2ccc3c(c2)CCC3)cc1` : M4 antag: -1; CHRM1 PAM: 8; CHRM5 PAM: -4; M5 ag: -6; M1 ag: -6; M4 ag: 0; TAAR1 ag: -2; M5 antag: 6; CHRM1 antagonist: -10
Record of `O=C(c1ccc(Cl)s1)N(Cc1nnc(-c2ccccc2Cl)o1)C1CC1` : M4 antag: -3; CHRM1 PAM: 2; CHRM5 PAM: -1; M5 ag: -2; M1 ag: -5; M4 ag: 4; TAAR1 ag: 0; M5 antag: -2; CHRM1 antagonist: -4

Next compounds
SMILES	M4 antag	CHRM1 PAM	CHRM5 PAM	M5 ag	M1 ag	M4 ag	TAAR1 ag	M5 antag	CHRM1 antagonist
CCOC(=O)c1ccc[n+](C(C)C(=O)c2ccc(-c3ccccc3)cc2)c1 (centres undefined)	11	-19	0	-7	-7	0	6	2	12
COc1ccc(Nc2cc(C)nc(NCc3ccccc3)n2)cc1	14	0	-9	11	3	19	35	9	14
Cc1ccc2cc(C3CC(c4ccco4)=NN3S(C)(=O)=O)c(Cl)nc2c1 (centres undefined)	0	10	-2	-5	-3	1	1	-1	-18
CC(=O)Nc1ccc(NC(=O)Cc2ccc(-c3ccccc3)cc2)cc1	5	-4	-6	10	-2	3	2	10	10
c1nc2ccc(Cc3ccc4nc[nH]c4c3)cc2[nH]1	-9	6	-2	0	1	0	0	-1	-12
Cc1ccc(CNn2cn[nH]c2=S)cc1	1	11	-1	4	-5	0	0	2	-15
Nc1ccc(C(=O)c2ccccc2C(=O)O)cc1Cl	-1	8	-1	2	-2	1	6	-3	-11
CCc1nc(NCC2CCCN2CC)c2nnn(Cc3ccccc3F)c2n1 (centres undefined)	-10	0	8	-12	-3	1	5	-17	-4
Cc1ccc(C)c(NC(=O)CCN2C(=O)c3ccccc3C2=O)c1	-2	6	-3	-2	1	1	5	9	-17
O=C(Cn1cnc2c(OCc3ccccc3)ncnc21)NCc1nc2ccccc2[nH]1	-5	2	2	0	-4	-1	1	0	-9
NC(CO)c1cn([C@@H](CCC(=O)O)C(=O)N2CCNCC2)nn1 (some centres undefined)	-11	9	1	2	-4	1	5	8	-8

Screening data: PubChem BioAssay, The Scripps Research Institute Molecular Screening Center
